# ssDAF-12 act: S. stercoralis DAF-12 activation, primary screen; 370,000 compounds, 1% hits; activation, % at 6.8 µM; HEK293 ssDAF-12/GRIP1 lit1-tk-luc reporter, luminescence; % of 3 µM dafachronic acid response;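 active = activation above the mean over all tested compounds plus 3 SD, cut at about 0.9% in these data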;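 also: 0% = DMSO-only wells and 100% = 3 µM delta7-dafachronic acid wells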
# DAX1 inh-1: inhibitors of DAX1 repression of SF-1 activated StAR promoter | HEK293T StAR-luciferase reporter, SF-1/DAX-1 repression relief | inhibition, % at 6.8 µM | 370,000 compounds, 1.1% hits | AID 652010;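 active = inhibition above the mean over all tested compounds plus 3 SD, cut at about 3.6% in these data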;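 also: 0% = DAX-1 cells with DMSO and 100% = cells lacking DAX-1 with DMSO; higher inhibition means more luminescence from relief of DAX-1 repression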
# PG9 binder: PG9 antibody binding by small molecule. TR-FRET gp120-PG9 antibody binding. AID 624416. 360,000 compounds, 0.43% hits. inhibition, % at 6.7 µM; in the data active = inhibition above about 8.5%
# hcDAF12 agonist: activators of H. contortus DAF-12 nuclear receptor. HEK293 hcDAF-12 lit1-tk-luc reporter, luminescence; 0% DMSO, 100% Δ7-dafachronic acid. activation, % at 6.8 µM. 370,000 compounds, 1.4% hits. AID 652067;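 active = activation above the mean of all tested compounds plus 3 SD, cut at about 5.5% in these data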;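 also: 100% = response to 3 µM Δ7-dafachronic acid high control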
# ADAM17 inh: inhibitors of human ADAM17. P78536. recombinant ADAM17, EDANS/DABCYL FRET peptide cleavage. inhibition, % at 6.95 µM. 370,000 compounds, 0.83% hits;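 active = inhibition above the mean of compounds lying between control limits plus 3 SD, set per campaign, cut at about 8.5% in these data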;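 also: 0% = DMSO-only wells as the low control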
# FXN GAA850 act: activators of GAA850 frataxin (FXN) promoter. HEK293 lucGAA850 FXN promoter luciferase reporter, 24 h; percent of 10 µM SAHA response. activation, % at 6 µM. 360,000 compounds, 0.56% hits. AID 540364;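 active = activation above the average of all compounds screened plus 3 SD, cutoff fixed separately per campaign, cut at about 7.5% in these data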;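 also: 0% = DMSO wells and 100% = 10 µM SAHA wells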
# SMARCA2 activ: activators of SMARCA2 function; MG213 cells, MMTV-luciferase reporter, dexamethasone, overnight; activation, % at 9.1 µM; 370,000 compounds, 1% hits; in the data active = activation above about 7.8%;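 also: 0% = vehicle wells and 100% = reference activator wells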
# GC-A act: GC-A (human) enzyme activation; P16066; HEK293 GC-A cells, cGMP TR-FRET, EC30 ANP; 0% at EC30 ANP, 100% saturating ANP; activation, % at 10 µM; 370,000 compounds, 0.14% hits; AID 1671463; in the data active = activation above about 40%
# Target sequence (P16066 whole entry, looked up): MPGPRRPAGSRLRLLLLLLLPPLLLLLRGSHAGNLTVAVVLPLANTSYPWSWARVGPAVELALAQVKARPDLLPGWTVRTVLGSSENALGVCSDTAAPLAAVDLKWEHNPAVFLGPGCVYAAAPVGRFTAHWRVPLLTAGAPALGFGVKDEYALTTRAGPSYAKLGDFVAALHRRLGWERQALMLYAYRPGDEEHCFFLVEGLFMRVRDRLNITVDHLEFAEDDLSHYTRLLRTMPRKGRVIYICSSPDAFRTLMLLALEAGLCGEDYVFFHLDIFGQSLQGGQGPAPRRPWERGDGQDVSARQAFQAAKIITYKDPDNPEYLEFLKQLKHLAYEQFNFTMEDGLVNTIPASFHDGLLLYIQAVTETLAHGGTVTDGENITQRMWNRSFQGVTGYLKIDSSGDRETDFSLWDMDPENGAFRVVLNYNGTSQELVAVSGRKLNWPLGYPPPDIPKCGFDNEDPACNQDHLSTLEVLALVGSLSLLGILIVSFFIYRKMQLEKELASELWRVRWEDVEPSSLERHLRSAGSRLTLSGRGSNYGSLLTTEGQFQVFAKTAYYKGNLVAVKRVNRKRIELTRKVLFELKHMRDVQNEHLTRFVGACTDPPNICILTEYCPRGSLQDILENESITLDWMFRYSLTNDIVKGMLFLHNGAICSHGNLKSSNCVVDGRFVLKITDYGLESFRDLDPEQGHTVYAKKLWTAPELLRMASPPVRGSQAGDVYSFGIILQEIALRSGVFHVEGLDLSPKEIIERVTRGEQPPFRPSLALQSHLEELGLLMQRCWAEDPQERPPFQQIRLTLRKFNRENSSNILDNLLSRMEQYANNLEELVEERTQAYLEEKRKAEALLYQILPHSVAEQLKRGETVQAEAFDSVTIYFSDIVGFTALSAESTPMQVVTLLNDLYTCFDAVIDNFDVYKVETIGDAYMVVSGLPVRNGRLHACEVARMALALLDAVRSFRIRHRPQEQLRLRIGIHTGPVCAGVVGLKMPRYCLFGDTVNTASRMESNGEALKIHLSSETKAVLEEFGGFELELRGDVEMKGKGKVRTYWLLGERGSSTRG
# DAX1 inh-2: inhibits human nuclear receptor DAX1; P51843; HEK293 Gal4-DAX1 luciferase reporter, luminescence; inhibition, % at 6.75 µM; 340,000 compounds, 0.99% hits; AID 504766;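 active = inhibition above the mean over all tested compounds plus 3 SD, cut at about 4.2% in these data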;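 also: 0% = DAX1-transfected cells with DMSO and 100% = empty-vector control cells with DMSO; inhibition shows as a rise in luminescence from relieved DAX1 repression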
# ADAM10 inh: inhibitors of human ADAM10 | O14672 | inhibition, % at 7 µM | recombinant ADAM10, EDANS/DABCYL FRET peptide cleavage, 3 h | 370,000 compounds, 0.62% hits;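 active = inhibition above a per-campaign cutoff equal to the mean of compounds falling between control-based bounds plus 3 SD, cut at about 20% in these data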;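 also: 0% = DMSO wells while the 100% control is not disclosed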
# hgDAF-12 ag: activates the H. glycines DAF-12 receptor ligand-binding domain; activation, % at 6.8 µM; AID 687014; HEK293 GAL4-hgDAF12 UAS-luciferase reporter, agonist luminescence; normalized to butyrate control; 370,000 compounds, 1.8% hits;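 active = activation above a cutoff set at the mean of all screened compounds plus 3 SD, cut at about 10% in these data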;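 also: 0% = DMSO wells and 100% = sodium butyrate wells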
# The depositor's hits bear a star; i = inactive; / = not tested or not shown.
SMILES,ssDAF-12 act,DAX1 inh-1,PG9 binder,hcDAF12 agonist,ADAM17 inh,FXN GAA850 act,SMARCA2 activ,GC-A act,DAX1 inh-2,ADAM10 inh,hgDAF-12 ag
CCOC(=O)NC(=O)c1cn(CCNCCO)c(=O)[nH]c1=O,-1.9,-0.2,-1.2,0.1,-4.3,0.3,-0.6,1.0,0.3,-2.3,-0.5
O=C(N[C@@H]1CC[C@H](CCn2cc(-c3ccccn3)nn2)O[C@@H]1CO)c1ccncc1,-0.2,0.1,1.6,2.3,-3.3,/,1.9,3.5,/,1.6,-0.9
CC(C)NC(=O)COc1ccc(S(=O)(=O)N(C)Cc2ccccc2)cc1,-1.3,-0.9,0.0,-0.8,-4.0,0.5,-5.8,0.8,-2.3,5.7,-1.0
O=C(NCc1ccccc1)[C@H]1CCCN1C(=O)[C@H]1CCCN1C(=O)c1ccccc1,-1.3,0.3,-0.2,-0.7,-2.0,/,-5.4,1.1,/,-2.5,0.5
Cc1noc(C)c1S(=O)(=O)Nc1ccccc1OC(F)(F)F,-1.5,-0.2,-0.6,-1.3,0.3,-0.9,-3.1,-0.2,-1.4,1.0,0.1
COc1ccccc1C(=O)NC(=O)COC(=O)CCOc1ccccc1C,-0.5,1.3,-1.6,-1.7,-4.2,0.8,-0.9,-1.1,0.9,-12.8,0.0
CC(=O)N/C(=C\c1ccccc1)C(=O)OC(C)C(=O)N(C)c1ccccc1 (configuration not stated),-0.8,2.1,0.9,-0.4,-1.1,1.3,-2.5,1.9,1.8,-2.4,2.2
O=C(N[C@@H](Cc1ccccc1)C(=O)NC1CCCCCC1)c1ccco1,-0.8,-0.3,-1.6,0.2,1.1,2.0,2.7,-1.9,1.4,-0.2,4.9
COc1cc(/C=N/S(=O)(=O)CCc2ccccc2)ccc1O,-1.1,-0.6,2.5,-2.3,-3.8,-2.6,0.2,6.4,0.5,1.6,1.5
CCCCn1c(N)c(N(CCC(C)C)C(=O)COC(=O)c2cccnc2OCC)c(=O)[nH]c1=O,-1.0,0.7,-1.3,-2.1,0.9,1.6,-0.6,0.4,-0.8,-3.2,2.7
CCN(CC)S(=O)(=O)c1ccc(C(=O)N2CCc3ccccc32)cc1,-1.6,-0.2,-0.6,-0.9,-5.6,1.6,-0.4,3.4,0.0,-11.3,-0.6
CC1CC(C)CN(C(=O)c2nn(C)c3c2CSc2ccccc2-3)C1 (configuration not stated),-1.2,-0.6,0.5,0.5,0.0,-1.0,0.4,3.2,0.9,2.6,3.8
O=C(CSc1nnc(-c2ccccn2)o1)Nc1ccc(F)cc1,0.7,2.9,-1.0,0.1,-3.5,2.1,-0.8,1.7,0.9,-5.6,8.7
CC1CCN(c2ccc3nnc(CCC(=O)NC(C)C)n3n2)CC1,-1.6,0.1,0.4,0.0,-5.2,0.3,-3.8,-1.0,-0.4,-3.9,0.4
c1ccc(CCn2cccc2)nc1,-1.4,0.7,-1.5,-0.2,-2.0,2.0,-1.9,4.9,0.3,-11.9,-2.2
O=C(NNC1=NCCN1Cc1ccccc1)c1cccc(C(F)(F)F)c1,-1.5,0.3,-1.6,0.6,1.4,1.4,0.3,-1.8,-0.1,-5.5,0.3
CCC(C)c1ccc(NC(=O)C/C(C)=N/NC(=O)c2cnccn2)cc1 (configuration not stated),-0.8,0.2,-1.6,-1.0,3.7,0.6,0.6,0.0,1.0,-3.5,-0.1
CCc1cc(=O)oc2c(C)c(O)c(CN(C)C)cc12,0.3,0.2,2.4,-1.0,i,-3.2,0.9,12.3,1.8,i,-0.1
Cn1nccc1C(=O)Nc1cccc(C(F)(F)F)c1,-2.0,-0.4,-1.1,-0.2,-5.1,1.0,-1.5,-0.9,0.6,7.6,1.0
CCOc1ccc(C=NNC(=O)c2ccc(-n3cnnn3)cc2)cc1,-0.2,-0.1,0.5,-0.7,-2.6,0.3,1.2,-0.6,0.1,-11.8,2.9
CCOC(=O)c1cc(C(=O)OCC)c(=O)[nH]c1N1CCCC1,-1.2,-0.3,1.5,-1.5,-4.2,-0.6,-0.5,-3.7,-0.6,5.1,0.1
COC(=O)C[C@H]1CC[C@@H](NC(=O)Nc2c(C)noc2C)[C@@H](CO)O1,-0.9,0.6,-0.3,-1.5,-1.0,/,1.0,3.6,/,1.0,0.2
O=C(O)COc1ccc(/C=N/NC(=O)c2cn(-c3ccccc3)nc2-c2ccccc2)cc1,-1.1,-0.4,1.0,-0.7,-2.3,-0.8,-2.1,1.1,-1.7,2.6,0.6
O=C(NCC1CC1)Nc1ccccc1F,-0.5,-0.5,0.0,1.1,-1.6,2.1,0.4,2.0,-0.1,0.0,-0.3
Clc1cccc(CSc2ncn(-c3ccccc3)n2)c1,-0.8,1.0,-0.1,-1.3,4.3,5.2,4.3,-3.6,-0.1,11.8,5.5

# The final 2 entries of the part before open the next one:
SMILES,ssDAF-12 act,DAX1 inh-1,PG9 binder,hcDAF12 agonist,ADAM17 inh,FXN GAA850 act,SMARCA2 activ,GC-A act,DAX1 inh-2,ADAM10 inh,hgDAF-12 ag
O=C(NCC1CC1)Nc1ccccc1F,-0.5,-0.5,0.0,1.1,-1.6,2.1,0.4,2.0,-0.1,0.0,-0.3
Clc1cccc(CSc2ncn(-c3ccccc3)n2)c1,-0.8,1.0,-0.1,-1.3,4.3,5.2,4.3,-3.6,-0.1,11.8,5.5
CC1(C)CCC(=NNC(N)=S)CC1,-0.5,-0.7,-0.5,-0.2,0.9,-0.5,2.0,-2.3,0.3,-3.9,-0.6
CN(C)c1ccc(/C=N/N(Cc2ccccc2)c2ccccc2)cc1,-0.7,-0.2,-0.8,-0.2,-5.1,1.4,0.0,-1.5,0.2,-2.5,-2.5
COc1ccc(C(=O)N(C)Cc2ccccn2)cc1OC1CCN(C(C)C)CC1,-1.0,1.4,0.3,-1.1,-4.1,1.9,-0.5,1.7,0.1,-0.3,0.9
Cc1nc(CNC(=O)CC2C(=O)NCCN2Cc2cccc(Oc3ccccc3)c2)cs1 (configuration not stated),-1.5,0.0,-3.1,-1.8,3.4,-0.2,-1.5,-2.8,2.2,5.5,-0.7
CC1(C)CC(=O)C2=C(C1)OC(N)=C(C#N)C2c1cccc(OC(=O)c2ccco2)c1 (configuration not stated),-1.6,-0.1,-0.1,-0.6,0.0,-2.2,1.9,-3.3,-0.5,-5.9,1.9
CCCC(=O)OCC(=O)NC1CCCc2ccccc21 (configuration not stated),0.1,-0.1,-0.1,2.7,1.0,2.1,0.0,0.1,-0.7,2.3,1.2
Nc1ccc(CCNc2ncnc3c2ncn3[C@@H]2O[C@H](CO)[C@@H](O)[C@H]2O)cc1,-1.9,1.2,-1.2,-0.4,-4.6,6.1,-2.9,-0.6,-1.0,0.2,-2.9
CCO[C@@H]1OC(C(=O)NC2CC2)=C[C@H](c2c[nH]c3ccccc23)[C@H]1CCCO,-0.4,-0.2,-0.6,-0.5,-3.8,0.4,0.7,-1.0,-0.3,-3.1,-0.1
CC(C)Cc1nnc(NC(=O)CCC(=O)Nc2ccccc2F)s1,-0.3,0.6,-1.6,1.1,0.7,1.3,1.3,0.1,0.7,2.6,3.6
O=C(Nc1cccc(F)c1)c1cc(S(=O)(=O)N2CCC3(CC2)OCCO3)ccc1F,-2.3,0.7,0.8,-1.6,0.1,/,-4.0,1.8,/,-4.3,-0.4
O=C(/C=C/c1ccc2ccccc2n1)c1cc(Br)ccc1O,0.1,0.4,-1.7,1.8,-2.4,1.0,-1.8,-0.9,0.6,-4.1,1.6
CCc1ccccc1NC(=S)NCCSc1ccc(Cl)cc1,-1.1,-0.1,0.4,-2.2,-1.1,0.6,-5.5,-2.4,-0.2,7.6,-1.0
NC(=O)CC(NC(=O)Cc1cccc2ccccc12)c1ccc(N2CCN(c3ccccc3)CC2)c([N+](=O)[O-])c1 (configuration not stated),-1.2,-0.5,-0.4,0.1,-3.2,-3.0,-1.6,-1.6,-0.3,-5.8,-2.9
C=C(C)COc1ccc(-c2[nH]ncc2-c2ccccc2)c(O)c1,-1.3,-0.2,2.2,-2.3,10.6*,3.2,-0.8,4.5,0.1,24.4*,-3.2
O=C(c1ccccc1Br)N1CCN(c2ccc([N+](=O)[O-])c(N3CCOCC3)c2)CC1,-0.6,0.1,-2.5,-1.3,1.7,-1.1,0.2,-6.7,3.0,-0.2,2.8
Cc1ccc(C)c(OCC(=O)Nc2ccc(S(=O)(=O)Nc3ccccn3)cc2)c1C,-1.8,0.9,-2.6,-2.8,-6.6,1.3,0.2,-2.4,-0.7,-16.5,0.7
CC(=O)Nc1ccc(NC(=O)CSc2ncnc3c2cnn3Cc2ccccc2)cc1,-1.1,-1.0,1.6,0.5,-0.9,-2.2,-3.9,-7.4,/,5.7,0.0
O=C(N/C(=C\c1cccc([N+](=O)[O-])c1)C(=O)N1CCOCC1)c1cccc(Br)c1,-1.3,0.3,-1.1,0.4,-1.2,-0.7,-0.8,0.5,-0.2,8.1,0.8
CCCCn1nnnc1C(c1cc2ccccc2o1)N1CCCC1 (configuration not stated),-1.2,-1.5,-0.2,2.5,-3.3,/,-1.9,-6.8,/,-13.9,1.9

# ADAM17 inh: what is marked active above.
canonical_smiles,ssDAF-12 act,DAX1 inh-1,PG9 binder,hcDAF12 agonist,ADAM17 inh,SMARCA2 activ,GC-A act,DAX1 inh-2,ADAM10 inh
C=C(C)COc1ccc(-c2[nH]ncc2-c2ccccc2)c(O)c1,-1.3,-0.2,2.2,-2.3,10.6*,-0.8,4.5,0.1,24.4*

# By substructure: the entries above with a nitro group on carbon
SMILES,ssDAF-12 act,DAX1 inh-1,PG9 binder,hcDAF12 agonist,ADAM17 inh,FXN GAA850 act,SMARCA2 activ,GC-A act,DAX1 inh-2,ADAM10 inh,hgDAF-12 ag
NC(=O)CC(NC(=O)Cc1cccc2ccccc12)c1ccc(N2CCN(c3ccccc3)CC2)c([N+](=O)[O-])c1 (configuration not stated),-1.2,-0.5,-0.4,0.1,-3.2,-3.0,-1.6,-1.6,-0.3,-5.8,-2.9
O=C(c1ccccc1Br)N1CCN(c2ccc([N+](=O)[O-])c(N3CCOCC3)c2)CC1,-0.6,0.1,-2.5,-1.3,1.7,-1.1,0.2,-6.7,3.0,-0.2,2.8
O=C(N/C(=C\c1cccc([N+](=O)[O-])c1)C(=O)N1CCOCC1)c1cccc(Br)c1,-1.3,0.3,-1.1,0.4,-1.2,-0.7,-0.8,0.5,-0.2,8.1,0.8

# Single values from the entries so far.
# Result for O=C(/C=C/c1ccc2ccccc2n1)c1cc(Br)ccc1O under ADAM17 inh: -2.4
# Result for CC1(C)CCC(=NNC(N)=S)CC1 under PG9 binder: -0.5
# Result for O=C(c1ccccc1Br)N1CCN(c2ccc([N+](=O)[O-])c(N3CCOCC3)c2)CC1 under hcDAF12 agonist: -1.3
# Result for CN(C)c1ccc(/C=N/N(Cc2ccccc2)c2ccccc2)cc1 under ADAM10 inh: -2.5
